ERK EGF inh = inhibitors of EGF-stimulated ERK signaling pathway. HEK293-V1b, EGF-stimulated phospho-ERK AlphaScreen. Potency, µM (doses to about 11.5 µM), inactives show at the top dose activity change, negative = inhibition, actives largely listed as inhibitors. 130,000 tested, 0.41% active. AID 1454; active = well fitted inhibition curve with a large enough effect; inconclusive = small, poorly fitted or top-dose-only effect, or effect the other way;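 note: plate controls were stimulated vehicle wells for no effect and unstimulated vehicle basal for full effect; nearly all actives have a fitted effect of over 55% in size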
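Concentration-response of compounds against EGF-driven ERK phosphorylation in V1b-expressing HEK293 cells; 30 min preincubation, 5 min EGF, AlphaScreen detection; Normalized to DMSO basal and 25 nM EGF.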
An asterisk follows results filed as active; ? = inconclusive; & = joins results of further samples; [ ] = remark or other dose. Potency is the fitted concentration of half-maximal effect. A portion of the library; the hit share may differ from the screen's.

Start of the listing, in advance, five compounds:
SMILES | ERK EGF inh
O=C(CNC(=S)N(CCCN1CCOCC1)Cc1cccs1)NC1CCCCCCC1 | 7%
CC1CCC2(CC1)NC(=O)N(CC(=O)Nc1ccc3c(c1)OCCO3)C2=O (stereo not given) | -2%
O=C(C[n+]1cn(C(F)F)c2ccccc21)c1ccc(OC(F)F)cc1 | -19%
COc1cc(C2C(C(C)=O)=C(O)C(=O)N2c2ccc(C)cc2)ccc1O (stereo not given) | -4%[57.5 µM]
Cc1csc(N(C(=O)Cc2ccccc2F)c2ccccc2)n1 | -1%

Results, from the start:
SMILES | ERK EGF inh
O=C(CNC(=S)N(CCCN1CCOCC1)Cc1cccs1)NC1CCCCCCC1 | 7%
CC1CCC2(CC1)NC(=O)N(CC(=O)Nc1ccc3c(c1)OCCO3)C2=O (stereo not given) | -2%
O=C(C[n+]1cn(C(F)F)c2ccccc21)c1ccc(OC(F)F)cc1 | -19%
COc1cc(C2C(C(C)=O)=C(O)C(=O)N2c2ccc(C)cc2)ccc1O (stereo not given) | -4%[57.5 µM]
Cc1csc(N(C(=O)Cc2ccccc2F)c2ccccc2)n1 | -1%
O=C(Cc1ccccc1[N+](=O)[O-])Nc1ccccc1C(=O)N1CCOCC1 | -9%
CC(=O)c1ccc(Nc2cnn(C34CC5CC(CC(CC(=O)O)(C5)C3)C4)c(=O)c2Cl)cc1 | -8%
CCC(C)[C@H](NC(=O)NCc1ccc(OC)c(OC)c1)C(=O)O (stereo not given in full) | -4%[57.5 µM]
CN(C)/C=C/C(=O)c1ccc(S(=O)(=O)c2ccccc2)cc1 | 12%
CCOC(=O)CNC(=O)Cc1ccc(OC)cc1 | 2%[57.5 µM]
CC(=O)c1cccc(NC(=O)C(Sc2ncnc3ccccc23)c2ccccc2)c1 (stereo not given) | ?
CCCCC(=O)OCC(=O)Nc1ccc(C)c(F)c1 | 5%
O=C(COc1ccc(Cl)cc1[N+](=O)[O-])N1CCCCCC1 | -6%
COC(=O)CN1C(c2ccc(OC)cc2)=Nc2ccc(Cl)cc2C1c1ccccc1 (stereo not given) | -5%
COCCN1C(=O)C(=O)/C(=C(/O)c2ccc(S(=O)(=O)N3CCOCC3)cc2)C1c1ccc(O)cc1 (stereo not given) | 6%[57.5 µM]
Cc1c(O)ccc2c(CN3CCN(CCO)CC3)cc(=O)oc12 | 11%
C=CCn1c(=O)c(C(=O)Nc2ccccc2S(N)(=O)=O)c(O)c2ccccc21 | -5%
CCOC(=O)c1c2c3c(c(Cl)ccc3[nH]c1=O)C(=O)c1ccccc1-2 | 9%
CC1CCCCN1C(=O)COc1ccc2ccc(=O)oc2c1 (stereo not given) | -2%
CNC(=O)Cn1c(C)cc(=O)c2cccc(C)c21 | 1%[57.5 µM]
COc1ccccc1NC(=O)CCC(=O)c1ccc(-c2ccccc2)cc1 | -3%
CC(C)C[C@@H](CC(=O)N[C@@H](CCCN)CC(=O)N[C@@H]1CCCC[C@H]1C(=O)N[C@H](CC(=O)N[C@@H](CCC(=O)O)CC(=O)O)CC(C)C)NC(=O)[C@@H]1CNCC[C@H]1N | -3%
COC(=O)Cc1c(C)c2ccc(OC(C)C)cc2oc1=O | 9%[57.5 µM]
CCCOC(=O)Nc1sc2c(c1C(N)=O)CCCC2 | -9%
C/C(=N\Nc1ccc(C#N)cc1[N+](=O)[O-])c1ccc(O)cc1 | -5%[57.5 µM]

Individual results from the entries so far.
`O=C(Cc1ccccc1[N+](=O)[O-])Nc1ccccc1C(=O)N1CCOCC1` @ ERK EGF inh: -9%
`C=CCn1c(=O)c(C(=O)Nc2ccccc2S(N)(=O)=O)c(O)c2ccccc21` @ ERK EGF inh: -5%
`CCOC(=O)c1c2c3c(c(Cl)ccc3[nH]c1=O)C(=O)c1ccccc1-2` @ ERK EGF inh: 9%
`O=C(C[n+]1cn(C(F)F)c2ccccc21)c1ccc(OC(F)F)cc1` @ ERK EGF inh: -19%

The list goes on:
SMILES | ERK EGF inh
Cc1cccc(NC(=O)c2cc3c(s2)-c2c(C)cccc2OC3)n1 | 3%[57.5 µM]
CN(C)S(=O)(=O)c1cccc(C(=O)OCC(=O)NC2CCCc3ccccc32)c1 (stereo not given) | 3%
COc1ccc(CCNC(=O)c2ccc(N(C)S(=O)(=O)c3ccc(C)cc3)cc2)cc1 | -2%
COc1cc(OC)c(C2=NOC(C(=O)NCc3cccs3)C2)cc1Cl (stereo not given) | -5%
Cc1ccc(-c2nnn(CC(=O)N(CCN3CCOCC3)C(C(=O)NC3CCCC3)c3ccncc3)n2)o1 (stereo not given) | -12%
Cc1cc(C)nc(-n2nc(C)c3c(C(=O)O)cc(-c4cccc(Br)c4)nc32)n1 | -8%[57.5 µM]
CCc1ccc2nc3sc(C(=O)O)cc3cc2c1 | 11%
Oc1c(C(c2ccccc2)N2CCCCC2)sc2ncnn12 (stereo not given) | 10%
Cc1ccccc1-n1c(C)cc(/C=C2/C(=N)N3C(c4ccccc4)=CSC3=NC2=O)c1C | 3%
COc1cc2c(cc1NC(=O)COC(=O)[C@@H](NS(=O)(=O)c1cccc(Cl)c1)C(C)C)oc1ccccc12 | -9%
CS(=O)(=O)Nc1cccc(C2=NN(S(C)(=O)=O)C(c3ccccc3)C2)c1 (stereo not given) | -22%
CC(C)C1Nc2ccc(C(=O)O)cc2C2C=CCC21 (stereo not given) | 8%
CC12CCC(=O)N1C(C(=O)OCC(=O)Nc1cc(S(=O)(=O)N3CCCCC3)ccc1Cl)CS2 (stereo not given) | -2%
COc1ccc(NC(=O)CN(c2ccccc2)S(=O)(=O)N(C)C)cc1Cl | -8%
COc1ccccc1OCCOc1ccc(C(=O)c2ccccc2)cc1 | 4%
Cc1ccc(-n2[nH]c(C)c(/C=C3/C=Nc4ccccc43)c2=O)cc1C | 5%
COc1ccc(C(=O)N/C(=C\c2ccco2)C(=O)NC2CCS(=O)(=O)C2)cc1 (stereo not given) | -10%
CCOC(=O)C(C)(C)N(Cc1ccc(Cl)cc1)S(=O)(=O)c1ccc(Cl)c([N+](=O)[O-])c1 | 7%
Cc1ccc(C(=O)NCCc2cc3ccc(C)c(C)c3[nH]c2=O)cc1[N+](=O)[O-] | -3%
O=C(NCCCn1ccnc1)C(=O)NCC(c1ccco1)N1CCN(c2ccc(F)cc2)CC1 (stereo not given) | 9%
O=C(COC(=O)/C=C/c1ccccc1)NCC1CCCO1 (stereo not given) | -3%
O=C(Nc1ccccc1N1CCOCC1)c1ccc(Cl)nc1 | 6%
C=CCOc1nc2c(c(=O)n(C)c(=O)n2C)n1Cc1ccc(Cl)cc1 | 7%
Cc1nc(N=Nc2ccc(S(=O)(=O)O)cc2S(=O)(=O)O)c(COP(=O)(O)O)c(C=O)c1O | 13%&-8%
O=C(Nc1nccs1)C(c1ccccc1)N1CCCCC1 (stereo not given) | -5%

Other records follow.
SMILES | ERK EGF inh
CC(C)(C)OC(=O)N/N=C\c1cccnc1 | 2%
COc1ccc(/C=N/NC(=S)Nc2ccccc2)cc1COc1cccc(C)c1C | -6%[57.5 µM]
CC(=O)Oc1ccc2c(=O)c(-c3ccccc3)coc2c1 | 6%
CC(C)Cn1c(-c2cc([N+](=O)[O-])ccc2Cl)nc2c1c(=O)[nH]c(=O)n2Cc1ccccc1 | 8%
CCc1noc(C)c1C(=O)N1CCCC(CCC(=O)NCc2ccc(F)c(F)c2)C1 (stereo not given) | 1%[57.5 µM]
Cc1cc(C)c2[nH]c(=O)c(CN(Cc3ccccc3)C(=S)NCCCN(C)C)cc2c1 | 13%
O=C(Oc1ccc(Cl)cc1)c1ccc(N2CCOCC2)c([N+](=O)[O-])c1 | 9%
COc1ccc2[nH]c3c(=O)n(/N=C/[C@H]4C(C)C=C(C)CC4C)c(=O)[nH]c3c2c1 (stereo not given in full) | -7%[57.5 µM]
CCCC(=O)C1=C(O)C(c2cccc(Oc3ccccc3)c2)CCC1=O (stereo not given) | -1%
COc1cccc(/C=N/N2C(=O)CSC2=S)c1O | -5%
CCCCNC(=O)C1(NC(=O)Nc2ccc(C)cc2)CCCCC1 | 1%
O=C(CSc1nc2ccccc2s1)N/N=C/c1ccco1 | -1%
N#C/C(=N\Nc1cc(Cl)cc(Cl)c1)c1nnc2n1CCCCC2 | -1%
O=C(NNc1c(Cl)cncc1Cl)c1cccs1 | 1%[57.5 µM]
C/C(=N\NC(=O)C(c1ccncc1)N1CCOCC1)c1ccc(Br)cc1 (stereo not given) | -6%
Cc1cc(C(=O)NNCc2ccccc2)no1 | -18%[25.7 µM]
COc1ccc(/C=C/C(=O)NC(=S)NN2CCCCC2c2cccnc2)cc1 (stereo not given) | 2%[57.5 µM]
Cn1c(=O)c2c(SCc3ccccc3)nc(C3CC3)nc2n(C)c1=O | -7%[57.5 µM]
Cc1ccc(N(CC(=O)N/N=C/c2cccs2)S(C)(=O)=O)cc1 | 13%
CCOC(=O)N1CCN(C(=O)C2CCN(S(=O)(=O)c3ccc(F)cc3)CC2)CC1 | -2%
CCOC(=O)Cc1csc(NC(=O)c2cc(OC)cc(OC)c2)n1 | -4%
Cc1ccc(COCCN2CCN(S(=O)(=O)c3ccc(C)cc3)CCC2=O)cc1 | -3%
COc1ccc2c(c1O)-c1ccccc1CCN(C)C2 | -13%[57.5 µM]
O=C(NCc1ccccc1)C1=C[C@H](c2coc3ccccc3c2=O)C[C@H](OCc2ccc(CO)cc2)O1 | -7%[57.5 µM]
COc1cccc2cc(C(N)=O)/c(=N/NC(=O)COc3ccc(Cl)cc3)oc12 | 3%

More records.
SMILES | ERK EGF inh
COC(=O)[C@H](COC(C)(C)C)NC(=O)O[C@@H]1C(=O)c2cc(Br)ccc2O[C@H]1c1cccc(OC)c1 | ?
COC(=O)CCC(=O)N1CCCC(CO)(Cc2ccccc2)C1 (stereo not given) | -3%
COc1ccc(NC(=O)CN2C(=O)CSC(C)C2=O)cc1 (stereo not given) | -3%
CCN(CC)c1ccc(/C=N/Nc2nc(C)cc(C)n2)cc1 | 8%[57.5 µM]
N#Cc1ccc(C(=O)CSc2n[nH]c(=O)n2Cc2ccco2)cc1 | 3%[57.5 µM]
CCN(CC)S(=O)(=O)c1ccc(Cl)c(C(=O)Nc2cc(C)nn2-c2ccccc2C(F)(F)F)c1 | 1%
CCCC(=O)C1=C(O)C(C(=O)OC)C(C)(C)CC1=NCCCCCC(=O)O (stereo not given) | -10%[57.5 µM]
CCCC(=O)NNC(=O)c1c(O)c2ccccc2[nH]c1=O | 4%
O=C(NC[C@@H]1CCCCN1)c1cc(OCC(F)(F)F)ccc1OCC(F)(F)F | -6%[25.7 µM]
CC(OC(=O)Cc1coc2cc3c(cc12)CCC3)C(=O)NC(N)=O (stereo not given) | 4%
CC(C)=CCc1c(O)cc2oc3c(CC=C(C)C)c(O)c(O)c(CC=C(C)C)c3c(=O)c2c1O | ?
CCOC(=O)c1c(-c2ccc(Cl)cc2)csc1NC(=O)CNCc1ccco1 | -1%[57.5 µM]
CNC(=S)NNC(=O)c1ccc(=O)n(Cc2cccc(C(F)(F)F)c2)c1 | 3%
CCCN1C(=O)/C(=C\C=C2/Sc3ccccc3N2CC)SC1=S | ?
Clc1ccc(-c2ccn[nH]2)cc1 | -1%
O=C(COC(=O)C1(c2ccc(F)cc2)CCCC1)N1CCc2ccccc21 | 1%
O=C1c2ccccc2N2C(=O)c3ccccc3C2N1Cc1ccccc1 (stereo not given) | 0%[57.5 µM]
Nc1c(C(=O)O)cnn1-c1ccccc1 | 5%
Cc1cc(C)n(-c2nc(NCCCN(C)C)c3c4c(sc3n2)COC(C)(C)C4)n1 | -11%[57.5 µM]
O=C(Oc1c(CN2CCOCC2)cc(Cl)c2cccnc12)c1cccs1 | 6%
CNC(=O)NC(=O)C(C)OC(=O)c1oc2ccccc2c1CSc1ccc(Cl)cc1 (stereo not given) | 0%
Cn1c(C(O)C(O)c2ccccc2)nc2ccccc21 (stereo not given) | -5%
O=C(OCc1ccccn1)c1ccc(COc2ccc3ccccc3c2)o1 | ?
C=CC[N+](C)(C)CC(=O)OCc1ccccc1 | 10%
O=C(CC(NC(=O)c1ccccc1)c1ccccc1)Nc1cccc2ccccc12 (stereo not given) | 3%

(further entries)
SMILES | ERK EGF inh
CCCCOc1ccc(CSc2nc(C)[nH]c2[N+](=O)[O-])cc1[N+](=O)[O-] | -3%[57.5 µM]
O=[N+]([O-])c1ccc2nc(-c3ccccc3[N+](=O)[O-])[nH]c2c1 | -5%
O=C(COc1ccc2ccccc2c1)Nc1ccc(S(=O)(=O)N2CCCCCC2)cc1 | -3%
Cc1cccc(NC(=O)c2ccc(OC3CSC3)cc2)c1 | 0%
Cc1ccccc1S(=O)(=O)NCc1cccnc1 | -4%
NC(=O)COC(=O)c1cccc(S(=O)(=O)N2CCN(c3ccc(F)cc3)CC2)c1 | -4%
CN(C)c1ccc(C(=S)N2CCCCC2)cc1Br | 1%
N#Cc1ccc(Oc2nc(C#N)cc(-c3ccccc3)n2)cc1 | 1%
CCOC(=O)c1ccc(Cl)c(NC(=O)c2cccnc2)c1 | -7%
COCCN(C(=O)c1ccc2ccccc2c1)c1c(N)n(Cc2ccccc2)c(=O)[nH]c1=O | -3%
CCOC(=O)C(=O)Nc1nnc(SCc2ccc(F)cc2)s1 | 4%
O=C(NCC1OCCc2ccccc21)C1COc2ccccc2O1 (stereo not given) | 3%
CS(=O)(=O)N(CC(=O)NCCSCc1c(F)cccc1Cl)c1cccc([N+](=O)[O-])c1 | -5%

4 compounds picked at random from the list so far:
SMILES | ERK EGF inh
COCCN(C(=O)c1ccc2ccccc2c1)c1c(N)n(Cc2ccccc2)c(=O)[nH]c1=O | -3%
O=C(COc1ccc2ccccc2c1)Nc1ccc(S(=O)(=O)N2CCCCCC2)cc1 | -3%
CS(=O)(=O)N(CC(=O)NCCSCc1c(F)cccc1Cl)c1cccc([N+](=O)[O-])c1 | -5%
Cc1cccc(NC(=O)c2ccc(OC3CSC3)cc2)c1 | 0%

Screening results from PubChem.
